Screening data from PubChem BioAssay.
STK33 inh = human STK33 kinase inhibition | purified STK33, MBP phosphorylation, ADP-Glo luminescence | inhibition, % at 10 µM | hit rate 0.073% among 320,000 | Q9BYT3;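 active = inhibition at or above 25%, using the most active replicate where run in duplicate; inactive = inhibition below 25%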
Target sequence (Q9BYT3 whole entry, looked up): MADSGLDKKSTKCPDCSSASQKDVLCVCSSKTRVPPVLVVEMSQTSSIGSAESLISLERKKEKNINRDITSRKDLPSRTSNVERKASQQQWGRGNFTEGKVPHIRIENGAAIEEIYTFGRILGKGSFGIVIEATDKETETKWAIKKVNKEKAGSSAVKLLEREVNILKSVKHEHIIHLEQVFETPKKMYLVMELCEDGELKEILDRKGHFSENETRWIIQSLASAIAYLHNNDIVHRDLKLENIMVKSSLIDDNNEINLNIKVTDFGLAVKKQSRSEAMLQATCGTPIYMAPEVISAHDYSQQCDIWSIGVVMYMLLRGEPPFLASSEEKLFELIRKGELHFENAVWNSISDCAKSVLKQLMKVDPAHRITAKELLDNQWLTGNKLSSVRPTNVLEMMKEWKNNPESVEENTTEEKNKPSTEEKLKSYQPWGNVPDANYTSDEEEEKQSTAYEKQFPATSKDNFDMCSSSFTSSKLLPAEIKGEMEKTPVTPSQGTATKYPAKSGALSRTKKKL
Kir21 inh = blocks the mouse Kir2.1 inward-rectifier potassium channel; P35561; HEK293-Kir2.1, FluxOR thallium flux fluorescence; hits give low values; B-score at 10 µM; hit rate 0.85% among 310,000;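 active = fluorescence ratio B-score at or below minus 3 SD of library scores, with starting-brightness B-score within 2 SD, cut at about -4.2 in these data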;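 also: channel flux triggered by added potassium and thallium sulfate stimulus; B-score of peak minus minimum fluorescence over baseline after thallium stimulus; more negative B-score means stronger Kir2.1 block with less thallium influx; some compounds called inactive have numbers as strong as hits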
Target sequence (P35561 whole entry, looked up): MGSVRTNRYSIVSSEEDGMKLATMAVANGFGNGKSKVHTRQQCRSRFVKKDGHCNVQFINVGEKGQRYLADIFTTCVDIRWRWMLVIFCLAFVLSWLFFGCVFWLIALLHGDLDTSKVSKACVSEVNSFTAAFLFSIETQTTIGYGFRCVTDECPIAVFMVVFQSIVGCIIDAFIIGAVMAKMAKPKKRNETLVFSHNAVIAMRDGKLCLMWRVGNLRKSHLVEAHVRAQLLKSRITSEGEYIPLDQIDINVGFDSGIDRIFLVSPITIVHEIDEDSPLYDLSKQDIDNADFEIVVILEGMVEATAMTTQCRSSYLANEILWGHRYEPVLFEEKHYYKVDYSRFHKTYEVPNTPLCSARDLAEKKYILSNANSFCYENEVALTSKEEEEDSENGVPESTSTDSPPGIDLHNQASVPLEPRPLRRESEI
The depositor's hits bear a star; x = not tested or not shown.

SMILES	STK33 inh	Kir21 inh
N#C/C(=C/c1cccc([N+](=O)[O-])c1)C(=O)Nc1ccccc1O	0.7	0.04
O=c1[nH]c2ccccc2[nH]c1=O	-0.5	1.7
CCn1cc(/C=C(\NC(=O)c2ccc(C)cc2)C(=O)NCCCN2CCOCC2)c2ccccc21	x	0.94
CCOc1ncccc1C(=O)OCC(=O)Nc1ccc(C)c(S(=O)(=O)N(C)C)c1	-0.1	0.16
O=C(O)CC(C(=O)Nc1ccc(Cl)c(Cl)c1)C1CCCO1 (stereo not given)	-0.9	0.03
CCOC(=O)c1cc2ccccc2nc1C	-0.7	0.19
CC(C)CC1Nc2ncnc(N3CCOCC3)c2N(Cc2ccccc2)C1=O (stereo not given)	0.8	x
COc1cc(CCC(=O)Nc2ccncc2Cl)cc(OC)c1OC	-2.8	0.15
Cc1ccc2nc(NC(=O)[C@H](C)N3C(=O)C4CC=CCC4C3=O)sc2c1 (stereo not given in full)	2.2	-1.84
CCSC1=C(C#N)C(c2ccccc2Cl)C(C(=O)c2cccs2)C(O)(C(F)(F)F)N1 (stereo not given)	-0.2	-1.49
Cc1cc(C)nc(NS(=O)(=O)c2ccc(NS(=O)(=O)c3ccsc3)cc2)n1	-1.9	1.76
CC1Oc2ccccc2N(CC(=O)N2CCCCCC2)C1=O (stereo not given)	-1.1	0.06
CCCNC(=S)Nc1cccc(C(F)(F)F)c1	0.2	0.94
O=C(CSc1nnc(-c2ccc(Cl)cc2)n1Cc1ccco1)c1cccs1	0.5	0.92
O=C(Nc1ccccc1C(=O)NCc1ccccc1)c1ccccc1	-2.0	-0.78
Cc1cccc(CCNC(=O)C2CCN(S(=O)(=O)c3c(C)noc3C)CC2)c1	0.0	0.05
COc1ccc(C(CNC(=O)c2ccc(N3CCCC3=O)cc2)N(C)C)cc1 (stereo not given)	-0.6	-0.85
CO/N=C/NC(=O)NOCc1ccc(Cl)cc1Cl	-1.3	-2.36
CCn1c(NC(=O)c2ccc(C)cc2)c2ccccc2nc1=O	2.2	0.08
CC(C)(C)NC(=O)COc1ccc(CNCc2cccnc2)cc1	-1.2	-0.86
O=C(Cc1cccs1)N=Nc1c(O)[nH]c2ccc(Br)cc12	-0.9	1.25
Cc1ccc(OCCn2cc(C(=O)O)c3ccccc32)cc1	1.2	0.42
O=C(CCc1nc(-c2cccs2)no1)NCc1ccc(F)cc1Cl	0.1	-0.13
COc1ccc(CC(=O)OCC(=O)Nc2ccc(OC(F)F)cc2)cc1OC	-2.1	x
Cn1c(C(=O)NCCc2ccsc2)cc2c(=O)n(C)c3ccccc3c21	0.7	1.53

Ordered by molecular weight (smallest number first): some entries from above
SMILES	STK33 inh	Kir21 inh
N#C/C(=C/c1cccc([N+](=O)[O-])c1)C(=O)Nc1ccccc1O	0.7	0.04
COc1cc(CCC(=O)Nc2ccncc2Cl)cc(OC)c1OC	-2.8	0.15
COc1ccc(C(CNC(=O)c2ccc(N3CCCC3=O)cc2)N(C)C)cc1 (stereo not given)	-0.6	-0.85

The list continues:
SMILES	STK33 inh	Kir21 inh
O=C1NCCN1CCNS(=O)(=O)c1ccc2ccccc2c1	0.4	-0.39
COc1cc(/C=N\NC(=O)CNC(=O)C(c2ccccc2)c2ccccc2)ccc1O	0.6	-0.05
Cc1cc(-c2nn(-c3ccccc3F)cc2CN2CCN(c3ccncc3)CC2)c(C)s1	-1.2	-4.45*
Cc1ccc(S(=O)(=O)NCC(=O)OCc2ccccc2Br)cc1	1.1	-2.94
COc1cccc(/C=C/C(=O)OCC(=O)c2cc(C)n(CC3CCCO3)c2C)c1OC (stereo not given)	0.6	1.16
CCCn1c(=O)c(C(=O)NCc2ccccc2OC)c(O)c2ccccc21	-0.6	-1.28
O=C(NCc1ccccn1)c1cc(-c2ccccc2Cl)on1	0.6	-0.49
CC(C)OCC1CC(CC(=O)NC(=S)Nc2cccc([N+](=O)[O-])c2)C(=O)O1 (stereo not given)	-0.8	-0.98
Nc1nnc(SCC(=O)Nc2ccc(F)c(Cl)c2)n1-c1ccccc1	-0.5	-0.29
Cc1nc2cc(C(F)(F)F)ccc2n1CCNc1nc(-c2ccc([N+](=O)[O-])c(Cl)c2)cs1	-0.7	1.43
O=C(Nc1cc(Cl)cc(Cl)c1)c1ccno1	1.4	-0.03
CC(CCc1ccccc1)NC(=O)CSc1ccccc1 (stereo not given)	-1.9	-0.26
Cc1nn(C)cc1N1C(=O)c2cccc3c(N)ccc(c23)C1=O	-0.7	-20.5
O=C(NCc1ccc(F)cc1)c1ccc(CNc2c(N3CCOCC3)c(=O)c2=O)cc1	0.0	-0.05
O=C(CSc1ncccc1-c1nc2ccccc2[nH]1)N1CCc2ccccc21	0.2	-1.14
CN(CC(=O)NCCCN1CCOCC1)S(=O)(=O)c1cc(Cl)ccc1Cl	0.0	2.34
CNc1oc(-c2ccc(Cl)cc2)nc1C#N	0.2	0.33
O=C(CC1C(=O)NCCN1C(=O)c1ccc(Cl)cc1)Nc1ccc(F)cc1 (stereo not given)	-0.6	-1.35
Nc1ccccc1SCc1csc(-c2ccc(Cl)cc2)n1	-1.1	-0.58
CCOCCCNC(=O)C(c1ccc(C)cc1)N(Cc1ccc2c(c1)OCO2)C(=O)c1ccccn1 (stereo not given)	-1.2	0.58
Cc1cccc(OCC(=O)Nc2ccc3nc(C)sc3c2)c1	-0.2	1.46
O=[N+]([O-])c1ccccc1S(=O)(=O)N1CCN(c2ccccn2)CC1	-1.7	-0.83
CC(C)c1ccc(C(CC(=O)c2ccc(Cl)cc2)C(=O)O)cc1 (stereo not given)	-0.3	-1.55
COCCN(C(=O)COC(=O)c1cc(C)n(-c2ccccc2)c1C)c1c(N)n(Cc2ccccc2)c(=O)[nH]c1=O	-1.3	-0.08
COC(=O)c1ccc(C(=O)OC)c(NC(=O)CN2CCCCC2)c1	1.6	3.68
(more compounds)
SMILES	STK33 inh	Kir21 inh
O=C(C1CCN(CCCc2ccccc2)CC1)N1CCCCC1	x	1.48
CCOC(=O)C1(Cc2ccccc2C)CCCN(Cc2cn(C)nc2C)C1 (stereo not given)	-0.7	-0.49
O=C(Nc1ccc(S(=O)(=O)Nc2ncccn2)cc1)c1ccc(S(=O)(=O)N2CCCC2)cc1	-2.1	-1.04
Cc1cc(/C(O)=C2\C(=O)C(=O)N(CCN(C)C)C2c2ccncc2)ccc1OCc1ccccc1 (stereo not given)	-1.0	-0.01
N#Cc1c(=O)c2nc(NCc3ccccc3)ncc2n2ccccc12	0.0	-1.13
O=C(O)CC(NC(=O)CC(c1ccccc1)c1ccccc1)c1cccc([N+](=O)[O-])c1 (stereo not given)	-1.6	0.35
O=C1CN(C(=O)COC(=O)c2oc3ccccc3c2COc2ccccc2)c2ccccc2N1	0.3	0.55
COc1ccc(Sc2ncnc3onc(C)c23)cc1	-0.2	-2.25
Cc1ccccc1N(C)S(=O)(=O)c1nnc(NC(=O)c2ccco2)s1	-0.5	-0.08
COc1ccc(C(=O)Nc2ccc(C(=O)N3CCCCC3C)cc2)c(OC)c1OC (stereo not given)	0.1	1.38
Cn1cccc1C(=O)NC(=O)COC(=O)c1cc([N+](=O)[O-])ccc1Cl	-1.3	0.07
COc1ccc(C(=O)NCC(=O)OCC(=O)Nc2sccc2C#N)cc1OC	-1.4	0.03
O=c1[nH]c2c(s1)C(c1ccco1)C1C3CCC(C3)C1S2 (stereo not given)	1.1	-0.78
COc1cc(-c2nnn(Cc3ccccc3C)n2)cc(OC)c1OC	-0.1	-0.32
COc1cc(OC)cc(-c2sc3ccc(OC)cc3c2C#CC(C)(C)O)c1	-0.2	x
O=C1/C(=C/c2cccnc2)SC(=NCc2ccccc2)N1Cc1ccccc1	-1.2	0
CNC(=O)NC(=O)C(C)OC(=O)c1ccc(Cl)c(S(=O)(=O)Nc2ccc(F)cc2)c1 (stereo not given)	0.4	0.08
Cc1nn(CCCC(=O)Nc2cc(Oc3ccc(F)cc3)cc([N+](=O)[O-])c2)c(C)c1[N+](=O)[O-]	-0.6	-0.55
O=C(NCC1CCCO1)C1CC(c2ccc(Cl)c(Cl)c2)=NO1 (stereo not given)	1.2	0.05
O=C(NCCN1C(=O)S/C(=C\c2ccc(F)cc2)C1=O)C1CCN(S(=O)(=O)c2cccs2)CC1	-0.8	0.34
CC1(C)C(=O)Nc2ccccc2N1C(=O)CSc1nc(-c2ccccc2)cs1	-1.4	1.29
CCOc1ccc2nc(SCc3ccc(OC)cc3)sc2c1	-0.9	0.04
Cc1cc(C(=O)NNC(=O)CCN2CCN(c3ccccc3)CC2)c2ccccc2n1	-0.1	0.58
COc1ccc(N2CCN(C(=O)c3cc4c(=O)n(Cc5ccccc5)ccc4nc3C)CC2)cc1	-1.1	-0.2
COc1ccc(CN2C3CCCC2CC(NC(=O)Nc2ccccc2C)C3)cc1 (stereo not given)	-2.8	1.29

Filtered by structure, the compounds so far containing a furan ring, fused or not.
SMILES	STK33 inh	Kir21 inh
O=C(CSc1nnc(-c2ccc(Cl)cc2)n1Cc1ccco1)c1cccs1	0.5	0.92
O=C1CN(C(=O)COC(=O)c2oc3ccccc3c2COc2ccccc2)c2ccccc2N1	0.3	0.55
Cc1ccccc1N(C)S(=O)(=O)c1nnc(NC(=O)c2ccco2)s1	-0.5	-0.08
O=c1[nH]c2c(s1)C(c1ccco1)C1C3CCC(C3)C1S2 (stereo not given)	1.1	-0.78

Reformatted: results already given.
| STK33 inh | Kir21 inh | smiles |
| --- | --- | --- |
| -0.8 | 0.34 | O=C(NCCN1C(=O)S/C(=C\c2ccc(F)cc2)C1=O)C1CCN(S(=O)(=O)c2cccs2)CC1 |
| -1.4 | 1.29 | CC1(C)C(=O)Nc2ccccc2N1C(=O)CSc1nc(-c2ccccc2)cs1 |
| 0.3 | 0.55 | O=C1CN(C(=O)COC(=O)c2oc3ccccc3c2COc2ccccc2)c2ccccc2N1 |
| 0.1 | 1.38 | COc1ccc(C(=O)Nc2ccc(C(=O)N3CCCCC3C)cc2)c(OC)c1OC (stereo not given) |

(more compounds)
SMILES	STK33 inh	Kir21 inh
N#Cc1ccc(CSc2nnc(-c3ccccn3)n2-c2ccccc2)cc1	-0.5	-1.18
Cc1ccc(S(=O)(=O)N(C)C)cc1NC(=S)NNC(=O)C1CC1	x	0.36
C=CCn1c(=O)c(C(=O)Nc2ccccc2C)c(O)c2ccccc21	x	0.39
CN(C)C1=NCCN1CC1CCCCC1	-0.2	x
CC(C)NC(=O)c1ccc(S(=O)(=O)N(C)C)cc1	-1.3	-0.24
O=C(CCN1CCOCC1)Nc1ccc2c(c1)N(C(=O)CN1CCOCC1)c1ccccc1CC2	2.7	0.49
Cc1nc2c(c(N3CCOCC3)n1)OCC(=O)N2	0.3	-0.04
CSc1nc(N2CCOCC2)c2c3c(sc2n1)CCCC3	-1.2	0.01
O=C(N/N=C1\CCCc2ccccc21)C(O)c1ccccc1 (stereo not given)	0.4	-0.52
Cc1ccnc(NC(=O)c2ccc(COc3ccc(Cl)cc3)o2)c1	-1.6	0.82
Cc1cc(Br)ccc1NC(=O)CN(C)C(=O)c1cc(S(=O)(=O)N(C)C)ccc1N1CCCC1	-0.9	0.53
CCOc1ccccc1NC(=O)N1CCCC1C(=O)NCc1cccs1 (stereo not given)	-2.2	-2.83
Nc1nc(-c2ccco2)nn1C(=O)CCc1ccccc1	-0.8	-0.5
CC1CCCC(C)N1C(=O)COc1ccc(C(=O)N/N=C/c2ccc(C(=O)O)cc2)cc1 (stereo not given)	-0.2	0.56
CCCC(C(=O)N(C)CC(=O)Nc1ccc(N2CCOCC2)cc1)c1ccccc1 (stereo not given)	-1.2	0.34
Cc1cccc(C(=O)NNC(=O)c2ccco2)c1	0.2	0.17
COc1ccc(/C=N/N(c2ccccc2)c2ccccc2)cc1O	-1.3	1.89
COCCCNC(=S)Nc1ccccc1C	-0.8	-0.03
O=C1C2C3C=CC(C3=C3CCCCC3)C2C(=O)N1c1ccccc1 (stereo not given)	0.2	1.48
CC(C)(C)N(CC#CCC(O)(c1ccccc1)c1ccccc1)CCO	0.6	0.28
Cn1cc([N+](=O)[O-])c(C(=O)Nc2ccn(C34CC5CC(CC(C5)C3)C4)n2)n1	-0.1	0.86
Cc1nnsc1C(=O)NNS(=O)(=O)c1cc(C(F)(F)F)cc(C(F)(F)F)c1	-0.5	0.18
COC(=O)c1c(-c2ccc(C(C)(C)C)cc2)csc1NC(=O)C1C2CCC(O2)C1C(=O)O (stereo not given)	-3.5	0.04
COc1ccc(NC2CCCN(C(=O)c3cccnc3)C2)cc1 (stereo not given)	-1.1	-0.16
CN(CC(=O)Nc1cccc(S(=O)(=O)NC2=NCCCCC2)c1)Cc1ccc(C(C)(C)C)cc1	-1.7	-1.06
More results follow.
SMILES	STK33 inh	Kir21 inh
CCOc1ccccc1Nc1nnc(SCC(=O)Nc2ccc3[nH]c(=O)[nH]c3c2)s1	-0.2	0.05
CCC(C)(C(=O)NC1CCCC1)N(C(=O)c1cnccn1)c1c(C)n(C)n(-c2ccccc2)c1=O (stereo not given)	-0.8	0.2
Cc1nn(-c2ccccc2)c2c1C(c1ccc(O)c(O)c1)N1C(=N2)C(Nc2ccccc2)=Nc2ccccc21 (stereo not given)	0.6	-0.01
O=C(CNC(=S)N(Cc1ccccc1F)C1CCCCC1)NCCCN1CCOCC1	-0.5	-0.75
CCn1c2c(c3cc(Cl)ccc31)CCCC2=O	-0.8	0.01
O=C(CCCCCN1C(=O)[C@@H]2Cc3ccccc3CN2C1=O)Nc1ccccc1F	0.3	0.93
Cc1cc(NS(=O)(=O)c2ccc(NC(=O)C(C)Oc3ccc(Cl)cc3)cc2)no1 (stereo not given)	-2.5	0.42
CCC(C)C(=O)Nc1cc(OC)c(OC)cc1C(=O)O (stereo not given)	-1.2	-0.81
COCc1cc(C)nc2sc(C(=O)OC(C)C)c(N)c12	-4.2	-1.19
CC1(C)CC(=O)C=C(c2cccs2)C1	-0.2	1.02
CC1=CC(C)(C)[N+](C)(C)c2ccccc21	0.0	-0.58
Cc1onc(-c2c(Cl)cccc2Cl)c1C(=O)Nn1cnnc1	-4.6	1.4

Compounds as they come. Share with any hit: about 0.84%.
